Source: PubChem BioAssay (several laboratories)
TRAIL sens C8: viability loss with TRAIL in NB7+C8 cells, primary screen, TRAIL sensitizer project, cell-based, ATPlite luminescence | inhibition (viability loss, TRAIL sensitization), % at 10 µM | 360,000 tested, 1% active | AID 624354, 2012;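 active means compounds causing at least 50% loss of cell viability in the single-dose screen, relative to plate controls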
NR2E3 agonist: inhibitors of NR2E3-RetCOR corepressor binding, primary screen, NR2E3 agonist project, biochemical, TR-FRET, GST-NR2E3, biotin-RetCOR. Photoreceptor-specific nuclear receptor (Homo sapiens), Q9Y5X4. 1536-well. inhibition of corepressor binding, % at 4.78 µM. 320,000 tested, 0.12% active. AID 2300, 2010;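 active means percent inhibition above the cutoff of mean plus 3 SD of all tested compounds, set per screening campaign, cut at about 20% in these data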;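 further: 0% = DMSO wells and 100% = biotin wells as full block of FRET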
Target sequence (Q9Y5X4 whole entry, looked up): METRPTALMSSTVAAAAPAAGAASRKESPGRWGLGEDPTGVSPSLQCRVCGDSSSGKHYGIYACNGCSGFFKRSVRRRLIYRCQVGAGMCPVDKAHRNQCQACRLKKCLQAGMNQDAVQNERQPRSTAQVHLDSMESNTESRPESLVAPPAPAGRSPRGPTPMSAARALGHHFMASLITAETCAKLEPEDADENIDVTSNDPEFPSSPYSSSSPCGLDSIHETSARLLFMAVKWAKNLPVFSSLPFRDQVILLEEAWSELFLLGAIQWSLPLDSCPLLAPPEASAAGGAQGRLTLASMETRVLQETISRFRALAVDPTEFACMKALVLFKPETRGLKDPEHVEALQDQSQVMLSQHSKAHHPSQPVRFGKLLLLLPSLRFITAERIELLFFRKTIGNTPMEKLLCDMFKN
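Material: NR2E3–RetCOR corepressor complex / Incubation: Compound–protein incubation for 5 h at 4 °C / Dosing: compound at 4.8 µM, single dose / Detection: time-resolved FRET / Benchmarks: high control biotin, low control 0.6% DMSO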
HIF-2a inh: HIF-2a reporter inhibitors, primary screen, luminescence, 786-0 RCC cells | inhibition, % at 18.8 µM | 360,000 tested, 0.72% active | 786-0 RCC cells HIF-2a reporter, luciferase luminescence, overnight | AID 624352, 2012;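 active means inhibition of the luminescence signal of 40% or more relative to plate controls, in a single-dose primary screen at 18.75 µM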
An asterisk follows results filed as active; . = not tested or not shown. Some of the compounds tested. The share of hits here may be higher or lower than overall.

1. CN[C@@H]1C[C@@H](c2ccc(Cl)c(Cl)c2)c2ccccc21
  TRAIL sens C8: . | NR2E3 agonist: 1 | HIF-2a inh: .

2. O=[N+]([O-])c1cc(F)c(N2CCCC2)cc1N1CCNCC1
  TRAIL sens C8: . | NR2E3 agonist: 1 | HIF-2a inh: .

3. N[C@@H](Cc1cc(Br)c(O)c(Br)c1)C(=O)O
  TRAIL sens C8: . | NR2E3 agonist: 6 | HIF-2a inh: .

4. CC[C@@H]1C=CC=CC[C@H](C)[C@@H](O)[C@@H](C)C(=O)[C@H](C)[C@@H](O)[C@H](C)C(=O)[C@H](C)[C@@H](O)[C@H](C)C=CC(=O)O[C@H]2[C@@H](C)[C@@H](CC1)O[C@@]1(CC[C@@H](C)[C@@H](C[C@H](C)O)O1)[C@@H]2C
  TRAIL sens C8: . | NR2E3 agonist: 0 | HIF-2a inh: .

5. CN1CC=C(/C=C/c2ccc(-c3ccccc3)cc2)CC1
  TRAIL sens C8: . | NR2E3 agonist: 3 | HIF-2a inh: .

6. COc1cc(N)c(Cl)cc1C(=O)NC1CN2CCC1CC2 (centres undefined)
  TRAIL sens C8: . | NR2E3 agonist: -4 | HIF-2a inh: .

7. Oc1ccc2c3c1O[C@H]1c4[nH]c5ccccc5c4C[C@@]4(O)C(C2)N(CC2CC2)CC[C@]314
  TRAIL sens C8: . | NR2E3 agonist: 4 | HIF-2a inh: .

8. CCOC(=O)c1ccc(NC(=O)C2C3C=CC(O3)C2C(=O)O)cc1 (centres undefined)
  TRAIL sens C8: . | NR2E3 agonist: 3 | HIF-2a inh: .

9. C=CCN(CC#CCOc1ccccc1OC)CC=C
  TRAIL sens C8: . | NR2E3 agonist: 1 | HIF-2a inh: .

10. CC(C)(O)[C@H]1O[C@H]2CC[C@@]3(C)[C@@](O)(CC[C@H]4Cc5c([nH]c6ccccc56)[C@@]43C)C2=CC1=O
  TRAIL sens C8: . | NR2E3 agonist: -2 | HIF-2a inh: .

11. NC1=NC(c2cccnc2)n2c(nc3ccccc32)N1 (centres undefined)
  TRAIL sens C8: . | NR2E3 agonist: -2 | HIF-2a inh: .

12. COCCNP(=O)(c1ccccc1)c1nc2ccccc2s1 (centres undefined)
  TRAIL sens C8: . | NR2E3 agonist: -3 | HIF-2a inh: .

13. FCCN(CCF)c1cccc(Cl)c1
  TRAIL sens C8: . | NR2E3 agonist: 1 | HIF-2a inh: .

14. COc1ccc(CN2CCN(c3ccccc3F)CC2)c(OC)c1
  TRAIL sens C8: . | NR2E3 agonist: 7 | HIF-2a inh: .

15. Cc1nc2ccc(P(=O)(O)O)cc2s1
  TRAIL sens C8: . | NR2E3 agonist: 1 | HIF-2a inh: .

Values in list order from the list:
NR2E3 agonist for nos. 4 to 9, in order: 0, 3, -4, 4, 3, 1

Entries of single compounds, quoted from the list.
Shown for O=[N+]([O-])c1cc(F)c(N2CCCC2)cc1N1CCNCC1 : TRAIL sens C8 = .; NR2E3 agonist = 1; HIF-2a inh = .
Shown for NC1=NC(c2cccnc2)n2c(nc3ccccc32)N1 (centres undefined) : TRAIL sens C8 = .; NR2E3 agonist = -2; HIF-2a inh = .

Continuation.
16. Oc1c(Br)cc(Br)cc1Oc1ccc(Br)cc1Br
  TRAIL sens C8: . | NR2E3 agonist: 4 | HIF-2a inh: .

17. Cc1ccc2c(c1)=C/C(=C\c1c(O)[nH]c(=S)[nH]c1=O)C(=O)N=2
  TRAIL sens C8: . | NR2E3 agonist: -2 | HIF-2a inh: .

18. CCCCC/C=C\C/C=C\C/C=C\C/C=C\CCCC(=O)Nc1ccc(O)cc1
  TRAIL sens C8: . | NR2E3 agonist: 2 | HIF-2a inh: .

19. CSC1=NP(=S)(SC)N(C)c2nc3n(c21)CCC3 (centres undefined)
  TRAIL sens C8: . | NR2E3 agonist: 16 | HIF-2a inh: .

20. CC1CCN(S(=O)(=O)c2ccc(NN=C(C#N)C#N)cc2)CC1
  TRAIL sens C8: . | NR2E3 agonist: 0 | HIF-2a inh: .

21. COc1ccc(C2c3c(nc(C)[nH]c3=O)Oc3c2c(=O)oc2ccccc32)cc1 (centres undefined)
  TRAIL sens C8: . | NR2E3 agonist: 8 | HIF-2a inh: .

22. C[C@]12CCC(=O)C[C@H]1CC[C@@H]1[C@@H]2CC[C@]2(C)[C@@H](O)CC[C@@H]12
  TRAIL sens C8: . | NR2E3 agonist: 1 | HIF-2a inh: .

23. CN1C(=O)N(C)C(=O)C2(Cc3cc(N)ccc3N3CCN(c4ccccc4F)CC32)C1=O (centres undefined)
  TRAIL sens C8: . | NR2E3 agonist: -4 | HIF-2a inh: .

24. COc1ccc(/C=C2/C(=O)NC(=O)N(C3CCCCC3)C2=O)cc1CSc1ccccn1
  TRAIL sens C8: . | NR2E3 agonist: 6 | HIF-2a inh: .

25. COc1ccc(-c2csc(NC(=O)COC(=O)Cc3ccccc3)n2)cc1OC
  TRAIL sens C8: . | NR2E3 agonist: -1 | HIF-2a inh: .

26. NC1=C([N+](=O)[O-])C(c2ccc3c(c2)OCO3)c2c(c3ccccc3oc2=O)O1 (centres undefined)
  TRAIL sens C8: . | NR2E3 agonist: 1 | HIF-2a inh: .

27. C/C(=N\N1CCCCCC1)c1c(O)n(C)c(=O)n(C)c1=O
  TRAIL sens C8: . | NR2E3 agonist: -1 | HIF-2a inh: .

28. O=[N+]([O-])c1ccc(NCc2ccccc2)c2nonc12
  TRAIL sens C8: . | NR2E3 agonist: 3 | HIF-2a inh: .

29. CC[C@H]1c2ccccc2[C@@H]2CC[C@H]1N2c1ccccc1
  TRAIL sens C8: 4 | NR2E3 agonist: . | HIF-2a inh: 2

30. CNC(=O)C[C@H]1CC[C@@H]2NC[C@H](O)COC[C@H]2O1
  TRAIL sens C8: 0 | NR2E3 agonist: . | HIF-2a inh: -3

31. O=P(/C=C1\OCc2ccccc21)(Oc1ccccc1)Oc1ccccc1
  TRAIL sens C8: 9 | NR2E3 agonist: . | HIF-2a inh: -26

Structures listed so far with a Cl atom (3):
1. CN[C@@H]1C[C@@H](c2ccc(Cl)c(Cl)c2)c2ccccc21
  TRAIL sens C8: . | NR2E3 agonist: 1 | HIF-2a inh: .

6. COc1cc(N)c(Cl)cc1C(=O)NC1CN2CCC1CC2 (centres undefined)
  TRAIL sens C8: . | NR2E3 agonist: -4 | HIF-2a inh: .

13. FCCN(CCF)c1cccc(Cl)c1
  TRAIL sens C8: . | NR2E3 agonist: 1 | HIF-2a inh: .

Arranged by length of the SMILES (largest number first): some entries from above.
17. Cc1ccc2c(c1)=C/C(=C\c1c(O)[nH]c(=S)[nH]c1=O)C(=O)N=2
  TRAIL sens C8: . | NR2E3 agonist: -2 | HIF-2a inh: .

20. CC1CCN(S(=O)(=O)c2ccc(NN=C(C#N)C#N)cc2)CC1
  TRAIL sens C8: . | NR2E3 agonist: 0 | HIF-2a inh: .

16. Oc1c(Br)cc(Br)cc1Oc1ccc(Br)cc1Br
  TRAIL sens C8: . | NR2E3 agonist: 4 | HIF-2a inh: .
